# LGR2 inh – inhibitors of bursicon-induced Drosophila LGR2 receptor cAMP signaling | HEK293 LGR2, CRE-luciferase, bursicon-stimulated, 4 h | inhibition, % at 9.99 µM | 380,000 tested, 0.35% active | AID 720647;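 active means drop in luminescence signal, shown as inhibition above about 50% in the replicate tests, limit read from the data, passing the limit was not always enough; inconclusive means probably only some replicates passing the limit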;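 further: agonist challenge used bursicon conditioned medium at about half maximal strength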
# SIRT5 inh – sirtuin-5 (human) deacylase inhibition; Purified SirT5, succinyl-peptide AMC, trypsin-coupled fluorescence; Q9NXA8; inhibition, % at 15 µM; 330,000 tested, 1.1% active; in the data active means inhibition above about 15%; inconclusive means no clear call, values can overlap the other calls
# Target sequence (Q9NXA8 whole entry, looked up): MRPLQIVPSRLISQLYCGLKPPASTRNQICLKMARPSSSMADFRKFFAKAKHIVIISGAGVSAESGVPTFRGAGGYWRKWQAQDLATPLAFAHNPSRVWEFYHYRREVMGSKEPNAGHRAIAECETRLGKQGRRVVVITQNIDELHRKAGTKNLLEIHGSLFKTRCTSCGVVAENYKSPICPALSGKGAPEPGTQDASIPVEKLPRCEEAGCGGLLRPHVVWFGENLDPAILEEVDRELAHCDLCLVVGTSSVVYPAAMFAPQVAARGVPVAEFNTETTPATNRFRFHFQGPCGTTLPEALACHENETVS
# EWS-Fli block – blocks EWS/Fli oncoprotein-driven transcription | AID 651661 | 350,000 tested, 0.67% active | inhibition, % at 12.6 µM | A673 NR0B1-luciferase reporter, viability-normalised;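 active means mean inhibition of at least 50% after viability correction, with every replicate also passing that limit; inconclusive means mean reaches 50% but only one of two replicates passes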;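 further: firefly luciferase signal divided by Alamar Blue viability fluorescence both relative to DMSO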
# CASP6 VEID inh – inhibitors of human caspase-6. P55212. purified caspase-6, Z-VEID-R110 cleavage fluorescence. inhibition, % at 12.5 µM. 350,000 tested, 0.53% active. AID 686996;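 active means mean inhibition across replicates at least about 35%, with every replicate also reaching that limit, limit read from the data; inconclusive means only one of the two criteria met; inactive means neither criterion met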;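 further: 0% = median of neutral control wells and 100% = no fluorescence left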
# Target sequence (P55212 24-179 limits assumed): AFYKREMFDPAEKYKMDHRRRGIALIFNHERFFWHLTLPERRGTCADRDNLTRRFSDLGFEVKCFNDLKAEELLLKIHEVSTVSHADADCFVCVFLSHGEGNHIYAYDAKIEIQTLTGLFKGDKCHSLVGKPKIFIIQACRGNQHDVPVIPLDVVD
# Target sequence (P55212 194-293 limits assumed): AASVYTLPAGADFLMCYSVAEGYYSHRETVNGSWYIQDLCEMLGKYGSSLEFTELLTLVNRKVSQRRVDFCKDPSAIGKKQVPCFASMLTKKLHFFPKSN
# ARNT-TACC3 inh – ARNT/TACC3 interaction disruption | Q9Y6A5 | AlphaScreen His-ARNT PAS-B/GST-TACC3 binding, luminescence; TACC3 fragment carries E629A point mutation | inhibition, % at 9.99 µM | 390,000 tested, 0.66% active | AID 623870;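 active means mean inhibition of replicates at least 50% and at least half of replicates each reaching 50%; inconclusive means half or more replicates reach 50% but mean below 50%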;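 further: 0% = complete ARNT plus TACC3 wells and 100% = ARNT alone without TACC3; many hits fall short of the cut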
# DENV2 CPE rescue – protects cells from dengue virus 2 cytopathic effect; CPE inhibition, % at 9.99 µM; DENV2-infected cells, cytopathic effect rescue, plate reader; 350,000 tested, 1.7% active; in the data active means CPE inhibition above about 20%, passing the limit was not always enough; inconclusive means no clear call, values can overlap the other calls; tested in BHK-21 cells;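 further: 0% = median of neutral control wells and 100% = median of positive control wells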
# PAX8 reporter – lowers PAX8-driven luciferase in RMG-I cells; 360,000 tested, 1.2% active; inhibition, % at 12.6 µM; RMG-I TPO-luciferase reporter, SteadyGlo, 24 h;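 active means mean replicate inhibition at least 60% with every replicate also reaching 60%; inconclusive means only one of the two criteria is met; inactive means mean below 60% and not all replicates reaching 60%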;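 further: luciferase light reporting Pax8 driven TPO promoter activity; plate controls were median of neutral control wells for no effect and mitoxantrone controls for full effect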
# * hit, by the source's call; ? = inconclusive; . = no result given.
# Value order: LGR2 inh	EWS-Fli block	DENV2 CPE rescue	CASP6 VEID inh	SIRT5 inh	ARNT-TACC3 inh	PAX8 reporter
- CCc1nc2ccc(C(=O)NCC3CCCCC3)cn2c1N(C)Cc1ccc(OC)cc1
→ 4	23	3	1	.	.	23
- CCn1cc(C(=O)NCCCOC(C)C)c(=O)c2cc(S(=O)(=O)N3CCOCC3)ccc21
→ -3	.	-2	-3	-10	9	6
- Fc1cccc2sc(Nc3nc4cc5c(cc4s3)OCCO5)nc12
→ 13	.	.	.	.	-10	-61
- COc1ccc(OC)c(C2c3[nH]c4ccccc4c3C[C@H]3C(=O)N(C4CC4)CC(=O)N23)c1 (some centres not stated)
→ -15	21	0	5	-1	3	-2
- CSc1ccc(/C=N/N2CCN(C)CC2)cc1
→ -25	-73	5	1	-7	13	-138
- O=[N+]([O-])c1cccc(COc2ccccc2CO)c1
→ 2	-22	3	-2	.	.	-4
- COc1ccc(C(CNC(=O)c2cccc(S(=O)(=O)N(C)c3ccccc3)c2)N2CCCC2)cc1 (configuration not stated)
→ .	3	0	-7	0	2	1
- COc1ccc(OC)c(S(=O)(=O)Nc2cc3c4c(c2)CCN4C(=O)CC3)c1
→ 6	3	-3	3	-1	0	-14
- CCC(=O)N1C[C@@H](C)[C@@H](OC)CN(C)C(=O)c2cc(NC(=O)C3CCCCC3)ccc2OC[C@@H]1C
→ 5	-13	0	3	-5	-2	1
- COc1cc2c(cc1OC)CN(CCC(C)c1ccc(Cl)cc1)CC2 (configuration not stated)
→ 6	14	-5	4	-3	-4	-15
- O=C([C@H]1[C@H](CO)[C@H]2Cn3c(ccc(-c4ccc(F)cc4)c3=O)[C@H]2N1Cc1cocn1)N1CCOCC1
→ -5	-4	12	-2	-4	-1	-14
- O=C(COc1cccnc1[N+](=O)[O-])Nc1cccc(S(=O)(=O)N2CCCCC2)c1
→ 13	1	8	1	-6	-13	1
- CCN(C(=O)COC(=O)c1c(C)nn(-c2ccccc2)c1C)C1CCS(=O)(=O)C1 (configuration not stated)
→ -13	-57	4	3	-1	-2	-69
- CCS(=O)(=O)c1ccc2oc(SCC(=O)NCCc3ccccc3)nc2c1
→ 1	9	12	2	1	-8	6
- C[C@H](CO)N1C[C@H](C)[C@@H](CN(C)Cc2cncnc2)Oc2cc(-c3ccccc3)ccc2S1(=O)=O
→ -5	4	-4	1	1	13	2
- COc1ccc(CN(C)C[C@@H]2Oc3ccc(NS(=O)(=O)c4ccc(F)cc4)cc3CC(=O)N([C@H](C)CO)C[C@H]2C)cc1
→ 9	-8	20	-1	-1	-10	2
- O=C(NCC1OCCCN1S(=O)(=O)c1cc(F)ccc1F)C(=O)NC1CCCC1 (configuration not stated)
→ 7	-1	15	3	0	-1	1
- CNC[C@@H]1OCCCC[C@@H](C)Oc2ccc(NC(=O)CCC(F)(F)F)cc2C(=O)N([C@@H](C)CO)C[C@@H]1C
→ -10	2	13	-1	12	12	-23
- CNS(=O)(=O)c1cc(NC(C)=O)c(C)cc1C
→ .	12	.	0	-1	13	2
- CCNC(=O)Nc1ccc2c(c1)C(=O)N(C)[C@H]1CC[C@@H](CC(=O)NCC3CCCCC3)O[C@H]1CO2
→ 9	11	14	-1	0	-4	8
- O=[N+]([O-])c1cc([N+](=O)[O-])c2cc(-c3cccnc3)[nH]c2c1
→ -5	-4	-1	0	.	-1	-5
- CN(CCC#N)C(=O)COC(=O)c1ccc(Cl)c(S(=O)(=O)N(C)c2ccccc2)c1
→ 14	-5	0	0	-8	6	17
- O=C(C[C@@H]1C[C@@H]2c3cc(NS(=O)(=O)c4ccccc4)ccc3O[C@@H]2[C@@H](CO)O1)NCC1CC1
→ -19	-1	-5	2	5	0	-11
- Cc1ccc(CNC(=O)COC(=O)C2CC2)cc1
→ 2	-6	-7	-3	-1	.	-14
- CCOc1ccc(N(CC(=O)NC2CCCCC2)C(=O)CNC(=O)c2cccs2)cc1
→ -5	-4	33*	-2	-2	.	-12
- Cn1c(=O)c2c(nc(Oc3ccc(-c4ccccc4)cc3)n2C)n(C)c1=O
→ 20	-4	-8	4	1	0	.
- CCOc1ccc(N2C(=O)CC(Cc3cc(C)cc(C)c3)C2=O)cc1 (configuration not stated)
→ 4	17	1	0	0	0	3
- CCCN(CC(=O)Nc1ccccc1C)C(=O)CCl
→ 1	40	0	1	2	-5	61*
- CCOc1ccc(/C=N/Nc2cc(N3CCOCC3)ncn2)c(O)c1
→ 17	4	?	-1	.	.	49
- CC(C)=C1C2CCC1C1C(=O)N(c3ccc(C)c(C)c3)C(=O)C21 (configuration not stated)
→ .	2	-6	2	0	-8	26
- Nc1cc(N2CCCCCC2)c2nonc2c1[N+](=O)[O-]
→ -7	2	-3	-3	-2	-6	-4
- Cc1nc2sccn2c(=O)c1S(=O)(=O)NCC1CCN(Cc2ccc(Cl)cc2)CC1
→ -6	10	14	-10	.	.	9
- C[C@@H]1CN([C@H](C)CO)C(=O)c2cc(C#CCC3CCCC3)cnc2O[C@@H]1CN(C)Cc1ccccn1
→ 2	14	4	0	-1	5	.
- CCCNC(=O)c1cc2c(c(-c3cccc(-c4ccncc4)c3)n1)[C@@H](CCO)N(S(=O)(=O)CC)C2
→ -9	8	-13	-2	-2	.	-8
- COc1ccc(OC)c(CN2C(=O)CSCC2(C)C(=O)NC(C)C)c1 (configuration not stated)
→ -9	-2	-1	-2	0	.	-19
- COCC(=O)Nc1ccc2c(c1)[C@H]1C[C@H](CC(=O)NCc3ccccn3)O[C@H](CO)[C@H]1O2
→ -15	-11	5	-1	5	.	-8
- CCCNC(=O)Nc1ccc2c(c1)OC[C@@H](C)N(S(C)(=O)=O)C[C@@H](C)[C@H](OC)CN(C)C2=O
→ -14	-5	43*	2	-1	.	.
- Cc1ccc(CN(C(=O)c2ccc([N+](=O)[O-])cc2)C2CCS(=O)(=O)C2)o1 (configuration not stated)
→ -5	.	9	-4	-2	-4	0
- Cc1cc2c(cc1S(=O)(=O)N1CCN(c3ccccc3)CC1)OCC(=O)N2
→ 16	3	2	2	2	-4	1
- COc1cc(OC)cc(C(=O)NCc2ccc3c(c2)OCO3)c1
→ -1	2	29*	-1	-10	-6	12
- Cc1cc(N2C(=O)C(O)=C(C(=O)c3ccc(C)o3)C2c2ccc(OCc3ccccc3)cc2)no1 (configuration not stated)
→ -2	.	5	10	19*	7	-13
- Cc1ccc(S(=O)(=O)Nc2ccc3c(c2)C(=O)N([C@H](C)CO)C[C@@H](C)[C@@H](CN(C)S(=O)(=O)c2ccc(F)cc2)OCCCC[C@H](C)O3)cc1
→ 12	1	4	2	13	5	2
- COc1ccc(/C=N/NC(=O)C(C)n2cnc3ccccc3c2=O)cc1OC (configuration not stated)
→ -53	-1	0	0	2	12	-5
- CCOC(=O)C1CCCN(CC(=O)N(C)c2c(N)n(Cc3ccccc3)c(=O)[nH]c2=O)C1 (configuration not stated)
→ 12	3	2	-2	-1	-6	-17
- Cn1ccsc1=NC(=O)c1ccc(OC(F)(F)F)cc1
→ -63	-69	-5	-4	-7	-7	-79
- Cn1ncc(Cl)c1C(=O)Nc1ccc(CN2CCCCC2)cc1
→ -2	-6	-1	-11	-1	.	-8
- C[C@@H]1CCCCO[C@@H](CN(C)Cc2ccc(C(=O)O)cc2)[C@H](C)CN([C@@H](C)CO)C(=O)c2cc(NC(=O)C3CCCCC3)ccc2O1
→ -17	-5	-3	0	-3	-36	0
- C[C@H](CO)N1C[C@H](C)[C@@H](CN(C)C(=O)Nc2cccc3ccccc23)Oc2ccc(NC(=O)Cc3ccccc3)cc2CC1=O
→ 13	6	14	2	-6	2	51
- CCOc1ccccc1N1CCN(CC(=O)Nc2ncc(C)s2)CC1
→ -8	-1	1	0	-1	0	-5
- Cc1ccc(/C=C2/SC(=O)N(CC(=O)N3CCOCC3)C2=O)s1
→ -2	-19	4	-1	-1	-8	-8
- COc1ccc(CC(=O)NCc2nnc(SCc3ccc([N+](=O)[O-])cc3)n2C)cc1
→ 24	19	?	2	4	-4	10
- COC(=O)C[C@@H]1CC[C@H]2[C@@H](COc3ccc(NS(=O)(=O)c4ccc(F)cc4)cc3C(=O)N2C)O1
→ -19	2	-1	5	-1	-3	-7
- CCOc1ccccc1NC(=O)C1CCCCN1S(=O)(=O)c1ccc(F)cc1 (configuration not stated)
→ 0	-4	-2	0	1	0	.
- Cc1ccc(C)c(S(=O)(=O)Nc2ccc(S(=O)(=O)Nc3ncccn3)cc2)c1
→ -5	-6	2	1	-5	-4	0
- CC(=O)O[C@H]1C[C@@H]2CC[C@@H]3[C@H](CC[C@@]4(C)[C@H]3C[C@H]([N+]3(C)CCCCC3)[C@@H]4OC(C)=O)[C@@]2(C)C[C@@H]1[N+]1(C)CCCCC1
→ .	-4	2	-4	1	-4	-15
- CN(C)CCCNC(=O)c1cc(C(=O)c2ccc(F)cc2)c[nH]1
→ 15	-1	3	-4	0	1	-2
- Cc1ccccc1C1CCCN(C(=O)c2cc(COc3c(F)cccc3F)on2)C1 (configuration not stated)
→ -3	14	3	-2	-1	-4	2
- CCc1ccc(S(=O)(=O)Nc2ccccn2)cc1
→ 11	-3	-4	3	-2	0	-8
- CC1CCN(CC(O)COCCOc2ccc(Br)cc2)CC1 (configuration not stated)
→ -6	.	.	.	.	-4	11
- COc1cc2c(c(OC)c1)C(c1cccc(OC)c1OC)CC(=O)N2 (configuration not stated)
→ -1	0	-5	3	-2	-1	27

# Rewritten as tab-separated lines: ten of the compounds above
mol	LGR2 inh	EWS-Fli block	DENV2 CPE rescue	CASP6 VEID inh	SIRT5 inh	ARNT-TACC3 inh	PAX8 reporter
Cc1ccc(CN(C(=O)c2ccc([N+](=O)[O-])cc2)C2CCS(=O)(=O)C2)o1 (configuration not stated)	-5	.	9	-4	-2	-4	0
Cc1cc2c(cc1S(=O)(=O)N1CCN(c3ccccc3)CC1)OCC(=O)N2	16	3	2	2	2	-4	1
COc1cc(OC)cc(C(=O)NCc2ccc3c(c2)OCO3)c1	-1	2	29*	-1	-10	-6	12
Cc1cc(N2C(=O)C(O)=C(C(=O)c3ccc(C)o3)C2c2ccc(OCc3ccccc3)cc2)no1 (configuration not stated)	-2	.	5	10	19*	7	-13
Cc1ccc(S(=O)(=O)Nc2ccc3c(c2)C(=O)N([C@H](C)CO)C[C@@H](C)[C@@H](CN(C)S(=O)(=O)c2ccc(F)cc2)OCCCC[C@H](C)O3)cc1	12	1	4	2	13	5	2
COc1ccc(/C=N/NC(=O)C(C)n2cnc3ccccc3c2=O)cc1OC (configuration not stated)	-53	-1	0	0	2	12	-5
CCOC(=O)C1CCCN(CC(=O)N(C)c2c(N)n(Cc3ccccc3)c(=O)[nH]c2=O)C1 (configuration not stated)	12	3	2	-2	-1	-6	-17
Cn1ccsc1=NC(=O)c1ccc(OC(F)(F)F)cc1	-63	-69	-5	-4	-7	-7	-79
Cn1ncc(Cl)c1C(=O)Nc1ccc(CN2CCCCC2)cc1	-2	-6	-1	-11	-1	.	-8
C[C@@H]1CCCCO[C@@H](CN(C)Cc2ccc(C(=O)O)cc2)[C@H](C)CN([C@@H](C)CO)C(=O)c2cc(NC(=O)C3CCCCC3)ccc2O1	-17	-5	-3	0	-3	-36	0

# The main list resumes, repeating the two entries before the break.
# Value order: LGR2 inh	EWS-Fli block	DENV2 CPE rescue	CASP6 VEID inh	SIRT5 inh	ARNT-TACC3 inh	PAX8 reporter
- CC1CCN(CC(O)COCCOc2ccc(Br)cc2)CC1 (configuration not stated)
→ -6	.	.	.	.	-4	11
- COc1cc2c(c(OC)c1)C(c1cccc(OC)c1OC)CC(=O)N2 (configuration not stated)
→ -1	0	-5	3	-2	-1	27
- O=C(/C=C/c1cc([N+](=O)[O-])ccc1OC(F)F)Nc1cccc(OC(F)F)c1
→ -4	13	-1	-2	0	-5	20
- COCCCN(C(=O)CSCC(=O)Nc1ccc(C)cc1)c1c(N)n(Cc2ccccc2)c(=O)[nH]c1=O
→ 1	-1	-7	-2	-2	-1	12
- CCN(CC)CCN(C(=O)c1cccc([N+](=O)[O-])c1)c1nc2ccc(OC)cc2s1
→ -9	7	-4	-22	-5	2	14
- C[C@H](CO)N1C[C@H](C)[C@@H](CN(C)S(=O)(=O)c2ccc(Cl)cc2)Oc2ccc(NS(=O)(=O)c3cn(C)cn3)cc2C1=O
→ -12	-3	8	1	-2	.	4

# This is a random part of the collection; any-hit rate near 4.9%.
